Assay outcomes (PubChem BioAssay)
ERK EGF block = EGF-driven ERK pathway inhibition | HEK293-V1b, EGF-stimulated phospho-ERK AlphaScreen | Potency, µM (titrated, usually from 11.5 µM), without a hit: at the highest dose activity change, negative = inhibition, usual class: inhibitors | actives 0.41% (n = 130,000); active = well fitted inhibition curve with a large enough effect; inconclusive = small, poorly fitted or top-dose-only effect, or effect the other way;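 note: plate controls were stimulated vehicle wells for no effect and unstimulated vehicle basal for full effect; nearly all actives have a fitted effect of over 55% in size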
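Concentration-response of compounds against EGF-driven ERK phosphorylation in V1b-expressing HEK293 cells; 30 min preincubation, 5 min EGF, AlphaScreen detection; Normalized to DMSO basal and 25 nM EGF.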
* marks the source's active call; other numbers are inactive results; ? = inconclusive; [ ] = dose if it differs, or a comment. Potency is the fitted concentration of half-maximal effect. This is a subset. The share of hits here may be higher or lower than overall.

molecule,ERK EGF block
C=CCn1c(SCC(=O)NC(=O)c2cccc([N+](=O)[O-])c2)nnc1-c1ccccc1,6.6%
C=CCNC(=O)c1ccc(C2SCC(=O)N2Cc2ccco2)cc1 (stereo not drawn),10.0%
Cn1c(=O)c([N+](=O)[O-])c(NC2CCS(=O)(=O)C2)c2ccccc21 (stereo not drawn),1.5%[57.5 µM]
CCOC(=O)CCC(NC(=O)CCC(=O)NC(CCC(=O)OCC)C(=O)OCC)C(=O)OCC (stereo not drawn),2.7%
O=C(O)CSc1nc2sc3c(c2c(=O)n1-c1ccccc1)CCC3,-3.5%[57.5 µM]
O=S(=O)(c1ccccc1)N1CCC[C@@]2(CCN(Cc3nccs3)C2)C1,-7.6%
Cc1ccc(NC(=O)c2cc([N+](=O)[O-])ccc2N2CCCC2)cc1,5.1%
O=C(/C(=C/c1ccccc1)n1cncn1)c1ccc(Cl)cc1Cl,8.8%
CCN1C(=O)/C(=C/c2ccc(N3CCCC3)cc2)NC1=S,?
COC(=O)c1cccc2nc3c(C(C)O)cccc3nc12 (stereo not drawn),-3.6%[57.5 µM]
Cc1ccc(C(C(=O)NC2CCCC2)N(C(=O)CNC(=O)c2cccs2)c2cccnc2)o1 (stereo not drawn),-2.3%
CCOC(=O)c1c(C)sc2c1N(C(=O)CN(CC)CC)c1ccccc1S2,3.1%
CC(C)(C)Cc1nnc(NS(=O)(=O)c2ccccc2)s1,5.2%
Cc1cc2ncn(C(=O)N3CCCC3)c2cc1C,-8.4%
CCC(C)C(=O)OC1C2CC3=C4CC(=O)OC(c5ccoc5)[C@]4(C)CCC3[C@@](C)(C2=O)C(CC(=O)OC)C1(C)C (stereo partly drawn),3.7%
CCOc1ccccc1NC(=O)c1c(Br)cnn1C,4.1%
CC(=O)Nc1ccc(-c2csc(NCc3ccccc3)n2)cc1,-6.0%
CN(Cc1cn(-c2ccccc2)nc1-c1ccc(F)cc1)C(=O)CCC(=O)O,1.0%
O=C(O)CC1c2ccccc2S(=O)(=O)N1Cc1ccccc1 (stereo not drawn),5.3%[57.5 µM]
CC1CCN(S(=O)(=O)c2cccc(C(=O)N(Cc3ccccc3)c3ccccn3)c2)CC1,2.0%
Cc1cnc(CNc2ccnc(-c3ccccc3Cl)n2)cn1,14.3%
Cc1cccc(CC2S/C(=N/N=C/c3ccco3)N(c3ccccc3)C2=O)c1 (stereo not drawn),10.3%
CN(C(=O)COc1ccc(Br)cc1Cl)C1CCCCC1,-7.2%
CN(C(=O)COC(=O)c1cc(-c2ccc(Cl)s2)nc2ccccc12)C1CCS(=O)(=O)C1 (stereo not drawn),3.2%
O=S(=O)(/N=C(/Nc1ccc(Cl)c(S(=O)(=O)Nc2ccccc2Cl)c1)c1ccc(F)cc1)c1ccccc1,-4.9%

Going on with the list:
molecule,ERK EGF block
CCCc1cc(=O)[nH]c(SCC(=O)NCCC2=CCCCC2)n1,1.7%
COc1ccc(C(=O)/C=C/NCc2ccc(F)cc2)cc1OC,18.0%[57.5 µM]
Fc1ccc(Cn2cccc2C2=NC(c3ccccc3)CO2)cc1 (stereo not drawn),2.9%
C#CCOCCOCCOCCNc1nc(N2CCN(C(=O)Cn3cc(CCO)nn3)CC2)nc(N2CCN(C(=O)[C@H]([C@@H](C)O)n3cc(CCCCN)nn3)CC2)n1,9.0%
Cc1cc(C)nc(-n2ncc3c2CCCC3=O)n1,-1.4%
Cc1nnc(SCC(=O)NC2CCCCC2)s1,-9.1%
O=C(Nc1cnn(Cc2ccc(F)cc2)c1)c1cnn2c(C(F)F)cc(-c3ccccc3)nc12,-1.0%[57.5 µM]
O=C(COC(=O)c1ccc[nH]c1=O)NC1CCCCCCC1,-1.4%
COc1ccc(-c2c(C(F)(F)F)nn(C)c2NC(=O)c2ccco2)cc1,11.8%[57.5 µM]
C/C(=N\NC(=O)CNc1cccc2ccccc12)c1ccccc1,8.7%
COc1ccc(/C=C2\N=C3CCCCCN3C2=O)cc1,-2.6%
Cc1nc(N2CCc3ccccc3C2)[nH]c(=O)c1Cc1ccccc1,17.7%
CCOc1ccc(-c2nnn(CC(=O)N3CCCC(C)C3)n2)cc1 (stereo not drawn),-4.0%
COc1ccc2cc(C(=O)N/N=C/c3sc4ccccc4c3O)ccc2c1,?
COc1ccc2c(C=O)c[nH]c2c1,9.2%
O=C(Nc1cccnc1)c1cccc([N+](=O)[O-])c1,-3.9%[57.5 µM]
COc1cccc(-c2nc(-c3cccs3)no2)c1,?
O=Cc1cn(CC(=O)N2CCc3ccccc32)c2ccccc12,1.6%
O=C(Cc1ccccc1)NC1c2ccccc2-c2ccccc21,1.6%
COC(=O)/C(=N/Nc1ccccc1)N1CCCc2ccccc21,-0.8%
Cc1cc(C)c2c(C)c(C(=O)NCc3ccc(S(N)(=O)=O)cc3)oc2c1,-18.4%
CN1C(=S)N(c2ccccc2)C(=O)/C1=C/c1ccco1,3.4%
O=C(NC1C/C(=N/O)c2cc3c(cc21)OCO3)C(F)(F)F (stereo not drawn),-6.5%
Cn1cc(CN2CCC(N3CCNC(=O)CC3)CC2)c(-c2ccccc2F)n1,-8.0%
CC(C)c1onc(C(=O)NCc2ccccc2)c1[N+](=O)[O-],20.4%

3 compounds from above, arranged by heavy-atom count, ascending.
molecule,ERK EGF block
O=C(Cc1ccccc1)NC1c2ccccc2-c2ccccc21,1.6%
Fc1ccc(Cn2cccc2C2=NC(c3ccccc3)CO2)cc1 (stereo not drawn),2.9%
CN(Cc1cn(-c2ccccc2)nc1-c1ccc(F)cc1)C(=O)CCC(=O)O,1.0%

(further entries)
molecule,ERK EGF block
O=C(O)CC1CCCc2ccccc2C1O (stereo not drawn),7.9%
COCCNC(=O)CSc1nc2nn(-c3ccccc3)c(=O)c-2c2n1CCCCC2,-0.1%
CC(CCc1ccccc1)NC(=S)NC1CCCCC1 (stereo not drawn),-11.4%
Cn1cc(C=C2C(=O)CC(C)(C)CC2=O)c2ccccc21,3.6%
O=C(c1ccc(-c2ccccc2)cc1)C1CCCN(Cc2ccncc2)C1 (stereo not drawn),?
O=C(CSc1nc2ccccc2s1)NC1CCCC1,2.7%[57.5 µM]
CCc1c(C)sc(NC(=S)NC(C)C2CCCO2)c1C(=O)OC (stereo not drawn),-15.6%
CCCCOc1ccc(C(C)NC(=O)CCS(=O)(=O)Cc2ccccc2F)cc1 (stereo not drawn),-5.3%
COc1ccc(N=Cc2c(O)n(-c3cccc(C)n3)c(=O)c3ccccc23)cc1,-14.1%
COCCNC(=O)Cn1c(=O)n(CCCCCC(=O)Nc2ccccc2)c(=O)c2sccc21,-2.9%
Cc1ccc(NC(=O)Nc2cccnc2)cc1NC(=O)Nc1cccnc1,10.7%[57.5 µM]
COc1ccccc1C/C(N)=N/OC(=O)c1ccc2c(c1)OCO2,4.2%
COc1ccccc1N1CCN(CC(O)COCCOc2ccc(Br)cc2)CC1 (stereo not drawn),-4.3%
O=C(CN1CCCCCC1)Nc1ccc(Oc2ccccc2)cc1,-5.4%
CCc1ccc(C2CC(=O)Nc3c2c(=O)nc2c(C)cccn32)cc1 (stereo not drawn),-2.9%
COc1ccc(S(=O)(=O)N2CCCCC2)cc1NC(=O)c1cc(C)on1,2.9%
Cc1nnc(SCC(=O)Nc2ccc3c(c2)OCCO3)s1,11.0%
O=C(Nc1ccccc1)Nc1ccc(Oc2cccnc2)nc1,-2.9%[57.5 µM]
CCOC(=O)/C(=C/c1cn(C)c2ccccc12)NC(=O)c1ccccc1,-11.9%[57.5 µM]
Cc1ccc2cc(CCNC(=O)c3ccco3)c(=O)[nH]c2c1,8.7%
CC/C(=C\c1oc2cc3ccccc3cc2[n+]1CC)Nc1ccccc1,0.3%
COc1cc(C(C)=O)ccc1COc1ccc(C(=O)OC(C)C(=O)NC(N)=O)cc1OC (stereo not drawn),-5.2%
N/C(=N\OC(=O)/C=C/c1ccccc1)c1ccc(Cl)cc1,7.2%[57.5 µM]
CCOc1ccccc1CNC(=O)c1c([N+](=O)[O-])c(C)nn1C,5.4%
COc1ccc(N2CCN(C(=S)Nc3ccc(C)cc3)CC2)cc1,5.1%

(more compounds)
Molecule	ERK EGF block
CC(=O)Nc1ncc(Cc2cccc(Cl)c2)s1	-2.3%
O=C(/C=C/c1ccccc1)Nc1nnc(-c2ccco2)o1	0.2%
CCOC(=O)c1cnn(CCOC(=O)c2ccc(OC)cc2)c1NC(=O)c1ccc(OC)cc1	-1.7%
O=C(Nc1cc(S(=O)(=O)N2CCCCC2)ccc1N1CCOCC1)c1cc(=O)[nH]c2ccccc12	6.9%[57.5 µM]
CC1CCC(C(C)C)C(=O)/C1=C/c1ccc(N)cc1 (stereo not drawn)	11.3%[57.5 µM]
O=C(CSc1ccc(-c2ccccn2)nn1)N1CCc2ccccc21	-4.1%
Cc1cccc2sc(NNC(=O)C3=COCCO3)nc12	9.6%
CCOc1cc([N+](=O)[O-])cc(/C=C2/NC(=O)N(Cc3ccccc3F)C2=O)c1O	-12.3%[57.5 µM]
COC(=O)CCc1nc2cc(Cl)ccc2n(Cc2ccccc2)c1=O	-8.4%
O=C(NC(=S)Nc1ccc(F)cc1)c1ccc2c(c1)OCCO2	?
Cc1ccc(/C=N/Nc2nc(N3CCCCC3)nc(N3CCCCC3)n2)o1	?
CC1=C(C(=O)OCc2ccccc2)C(c2ccc(N(C)C)cc2)NC(=O)N1 (stereo not drawn)	2.7%
CC(=O)O[C@H]1C(=O)[C@@]2(C)C([C@H](OC(=O)c3ccccc3)[C@]3(O)C[C@H](OC(=O)[C@H](O)[C@@H](NC(=O)c4ccccc4)c4ccccc4)C(C)=C1C3(C)C)[C@]1(OC(C)=O)CO[C@@H]1C[C@@H]2O (stereo partly drawn)	-10.0%
C[N+]1(CC(=O)OCCCc2ccccc2)CCCC1	-10.9%
Cc1ccc(S(=O)(=O)N(C)C)cc1NC(=O)C(C)Sc1ccccc1 (stereo not drawn)	-1.9%
C=CCn1c(=NC(=O)c2sc3ccccc3c2Cl)sc2cc(S(N)(=O)=O)ccc21	-1.7%
CCN1C/C(=C/c2cccc([N+](=O)[O-])c2)C(=O)/C(=C/c2cccc([N+](=O)[O-])c2)C1	?
CCCn1c(C)cc(C(=O)COC(=O)CN=C2NS(=O)(=O)c3ccccc32)c1C	-7.9%
Cc1cc(-c2nnnn2-c2cc(Cl)cc(Cl)c2)no1	-3.1%[57.5 µM]
Cn1c(-c2ccc3ccccc3n2)[n+](C)c2ccccc21	6.1%[57.5 µM]

Entries listed so far that contain a CF3 group:
Molecule	ERK EGF block
COc1ccc(-c2c(C(F)(F)F)nn(C)c2NC(=O)c2ccco2)cc1	11.8%[57.5 µM]
O=C(NC1C/C(=N/O)c2cc3c(cc21)OCO3)C(F)(F)F (stereo not drawn)	-6.5%

Pulled by compound from the list above (4):
Molecule	ERK EGF block
CCOc1cc([N+](=O)[O-])cc(/C=C2/NC(=O)N(Cc3ccccc3F)C2=O)c1O	-12.3%[57.5 µM]
C=CCn1c(=NC(=O)c2sc3ccccc3c2Cl)sc2cc(S(N)(=O)=O)ccc21	-1.7%
O=C(/C=C/c1ccccc1)Nc1nnc(-c2ccco2)o1	0.2%
Cc1cccc2sc(NNC(=O)C3=COCCO3)nc12	9.6%

More records follow:
Molecule	ERK EGF block
Cc1cc(=O)oc2cc(OCC(=O)Nc3ccc(S(=O)(=O)N(C)C)cc3)ccc12	0.6%[57.5 µM]
Cc1onc(-c2ccccc2)c1-c1ccnn1S(=O)(=O)c1ccc(Cl)cc1	-5.0%[57.5 µM]
Cc1onc(-c2ccccc2)c1C(=O)NC(=S)NNC(=O)c1cc(-c2ccc(F)cc2)n[nH]1	10.5%[57.5 µM]
COc1nccnc1NS(=O)(=O)c1ccc(N/C=C2\CCCCC2=O)cc1	-3.7%
COCCn1c(SCC(=O)Nc2cc(C(C)(C)C)nn2-c2ccccc2)nc2ccccc2c1=O	4.8%
CNC(=S)N1CCC(NC(=O)C23CC4CC(CC(C4)C2)C3)CC1	3.8%
CN(C)CCCN1C(=O)c2oc3ccc(Cl)cc3c(=O)c2C1c1cccnc1 (stereo not drawn)	-3.8%
Cc1ccc(/C=N/NC(=O)c2ccc(Br)o2)s1	0.9%
O=C(N/C=C/n1cnc2cc(C(F)(F)F)ccc21)c1ccccc1F	-1.1%[57.5 µM]
O=C(Nn1c(-c2ccccc2)nc2ccccc2c1=O)c1cccs1	1.9%
N#CC1C=Cc2ccccc2N1C(=O)c1ccccc1 (stereo not drawn)	4.7%[57.5 µM]
CN(CC(=O)Nc1ccc(OC(F)(F)F)cc1)C1CCCCC1	2.5%
Cc1c(CCOC(=O)C23CC4CC(CC(C4)C2)C3)sc[n+]1CC#N	11.4%[57.5 µM]
Cc1sc2nc(CN3CCCC3)nc(NCc3ccncc3)c2c1C	-21.7%
COC(=O)C1C(O)=C(C=Nc2ccccc2)C(=O)CC1(C)C (stereo not drawn)	0.5%
CN(C)CCNC(=S)Nc1ccc(F)c(F)c1F	-2.0%
O=c1cc(Nc2ccc3c(c2)OCCO3)[nH]c(=O)n1-c1ccc(Br)cc1	10.0%
Cc1ccccc1-c1cc(-n2ccnc2)ncn1	25.0%
Cc1onc(-c2c(Cl)cccc2Cl)c1NC(=O)NNc1c(Cl)cncc1Cl	-6.3%[57.5 µM]
CCOc1ccc(S(=O)(=O)N(CC(=O)NC2CCCCC2C)Cc2ccco2)cc1 (stereo not drawn)	-0.1%
Cc1cc(C)cc(C(=O)OCC(=O)NCc2cccs2)c1	1.7%
O=c1cc(-c2ccc([N+](=O)[O-])cc2)nc2cc(-c3ccc(F)cc3)[nH]n12	1.9%
